High-throughput results (PubChem)
FLuc stim CS: firefly luciferase counter-screen for stimulation assays. ATPlite luciferase biochemical, luminescence, 10 min; 0 = ATP-free wells, 1 = DMSO control. activation factor at 10 µM. 200,000 tested, under 10 active. P08659;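 active = luciferase activation factor, scaled between plate controls, of at least 2 with compound at 10 µM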
Target sequence (P08659 whole entry, looked up): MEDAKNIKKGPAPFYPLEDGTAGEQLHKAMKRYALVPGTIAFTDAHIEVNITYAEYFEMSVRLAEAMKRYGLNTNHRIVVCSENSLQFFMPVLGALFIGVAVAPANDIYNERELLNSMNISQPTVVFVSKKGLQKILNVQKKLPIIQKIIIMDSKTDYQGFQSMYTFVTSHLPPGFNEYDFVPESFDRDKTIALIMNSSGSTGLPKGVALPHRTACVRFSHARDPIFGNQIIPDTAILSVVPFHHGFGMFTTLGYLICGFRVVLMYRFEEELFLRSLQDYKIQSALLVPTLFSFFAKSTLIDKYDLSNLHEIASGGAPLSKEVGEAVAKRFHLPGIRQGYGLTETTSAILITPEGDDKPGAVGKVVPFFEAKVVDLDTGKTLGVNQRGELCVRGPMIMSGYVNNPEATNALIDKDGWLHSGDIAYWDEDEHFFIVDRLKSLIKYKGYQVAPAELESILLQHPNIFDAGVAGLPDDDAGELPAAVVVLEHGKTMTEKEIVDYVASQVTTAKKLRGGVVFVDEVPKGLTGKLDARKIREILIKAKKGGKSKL
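Assay system: Luciferase/luciferin detection reagent, cell-free biochemical luciferase assay / Read-out: luciferase activation / Benchmarks: No-ATP low control, compound-free enzyme-plus-ATP high control / Medium: PBS buffer for ATP / Detection: luminescence measurement of luciferase light output / Schedule: 10 min at ambient temperature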
PMI activator: phosphomannose isomerase (human) activation; P34949; purified human PMI, coupled resazurin fluorescence, 20 min; hits give high values; 1 = vehicle control, 0 substrate-free wells; activation factor at 20 µM; hit rate 0.005% among 190,000; AID 1214;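 active = activation factor of 2 or more at 20 µM, relative to plate controls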
APP 5'UTR act: activates APP 5'UTR luciferase reporter; SH-SY5Y APP 5'UTR luciferase reporter, luminescence; zero percent = DMSO vehicle wells; AID 1276; hit rate 1% among 190,000; activation, % at 2 µM;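 active = activation above a set limit, based on mean plus 3 SD of controls, cut at about 140% in these data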; also: values of inactives mirror those of a sister screen read the other way
TNAP inh no acc: blocks human TNAP activity with no phosphate acceptor present; inhibition, % at 20 µM; hit rate 0.26% among 200,000; purified TNAP, CDP-star luminescence, 30 min; AID 1012;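 active = tissue-nonspecific alkaline phosphatase inhibition above about 50% at 20 µM in the single-dose screen, limit read from the data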;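 also: 0% = DMSO negative control and 100% = EDTA positive control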
Target sequence (P05186 whole entry, looked up): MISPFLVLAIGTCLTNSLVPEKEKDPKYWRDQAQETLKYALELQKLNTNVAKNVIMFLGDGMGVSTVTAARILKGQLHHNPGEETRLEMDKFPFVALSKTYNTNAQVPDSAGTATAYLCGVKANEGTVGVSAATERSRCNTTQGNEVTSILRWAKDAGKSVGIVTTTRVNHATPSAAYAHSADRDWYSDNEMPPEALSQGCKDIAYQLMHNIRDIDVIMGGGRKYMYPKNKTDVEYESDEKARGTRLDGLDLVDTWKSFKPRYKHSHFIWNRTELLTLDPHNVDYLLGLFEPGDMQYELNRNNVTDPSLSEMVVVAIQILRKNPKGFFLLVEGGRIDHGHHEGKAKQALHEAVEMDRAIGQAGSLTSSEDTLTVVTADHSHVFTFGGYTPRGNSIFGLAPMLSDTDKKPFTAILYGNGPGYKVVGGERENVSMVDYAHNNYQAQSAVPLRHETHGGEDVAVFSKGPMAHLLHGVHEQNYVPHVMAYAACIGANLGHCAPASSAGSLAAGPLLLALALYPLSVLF
FLuc inhib CS: Photinus pyralis luciferase inhibition counter-screen; ATPLite firefly luciferase biochemical luminescence, 10 min; hit rate 1.5% among 200,000; inhibition, % at 10 µM; P08659;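 active = inhibition above about 50% when tested at 10 µM, limit read from the data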
bIAP act: intestinal alkaline phosphatase (bovine) activation; purified bovine IAP, CDP-star luminescence, 30 min; hits give high values; fold of DMSO-control signal, blank-subtracted; activation factor at 20 µM; hit rate 0.17% among 200,000;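 active = activation factor of 2 or more at 20 µM, a signal rise over negative controls twice the positive control's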
TNAP act hiacc: increases human TNAP activity under high phosphate acceptor concentration; activation factor at 20 µM; purified TNAP, CDP-star luminescence, 1 M DEA, 30 min; hits give high values; 0 = EDTA background, 1 = DMSO-only activity; AID 1136; 200,000 tested, under 10 active; P05186;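 active = activation factor at least 2 at 20 µM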
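Control set: EDTA negative control, DMSO positive control / Assay system: human TNAP / Quantity: TNAP 1/800 final / Evaluation: TNAP activation factor scaled between EDTA and DMSO control wells / Measured by: luminescent substrate turnover signal / Compound dosing: one dose, 20 µM / Times: 30 min enzyme reaction at room temperature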
TNAP inh hi DEA: TNAP (human) inhibition, high acceptor. P05186. purified TNAP, CDP-star luminescence, 1 M DEA. inhibition, % at 20 µM. hit rate 0.03% among 200,000. AID 1135;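 active = over 50% inhibition of tissue-nonspecific alkaline phosphatase at 20 µM in the single-dose screen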;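 also: plate controls were DMSO wells for no effect and EDTA-quenched wells as full inhibition for full effect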
PMI act hi M6P: PMI (human) activation, high substrate | hit rate 0.34% among 190,000 | P34949 | coupled PMI enzyme assay, resazurin fluorescence, 20 min; hits give high values; 1 = untreated enzyme, 0 = substrate-free blank | activation factor at 20 µM;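 active = activation factor of 2 or more at 20 µM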
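Material: human phosphomannose isomerase with PGI, G6PDH, diaphorase coupling enzymes / Reagent: Man-6-P substrate 1.0 mM / Dosing: single compound dose of 20 µM, 1% DMSO final / Incubation: enzyme reaction with compound 20 min at room temperature / Signal: resorufin fluorescence (Ex 544/Em 590 nm) from resazurin via diaphorase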
NF-kB neuron act: compounds increasing NF-kB expression in human neuronal cells; NF-kB reporter expression; hits give high values; hit rate 1.6% among 190,000; fold change at 12.5 µM; AID 1239; in the data active = fold change above about 3.3
Active calls of the source: *; x = not tested or not shown; & = joins results of further samples. This is a subset. The share of hits here may be higher or lower than overall.

SMILES	FLuc stim CS	PMI activator	APP 5'UTR act	TNAP inh no acc	FLuc inhib CS	bIAP act	TNAP act hiacc	TNAP inh hi DEA	PMI act hi M6P	NF-kB neuron act
COc1ccccc1OCC#CCN1CCCCCC1	1	0.9	3	-15	-1	1	1	-5	0.9	x
COc1ccc(-c2cc(=NCCCCCC(=O)O)c3cc(C)ccc3o2)cc1	1.1	1.3	13	-12	-6	0.9	1	0	1.3	1.9
NC(N)=N/N=C/c1ccc(N2CCOCC2)cc1	1	1.1	-4	-8	-1	0.8	1	-1	1	0.76
CN1/C(=C\C=Nc2ccccc2)C(C)(C)c2ccccc21	1.1	1	14	-7	-8	0.8	1.1	-5	0.9	0.56
O=c1c2ccccc2nc(CSc2ncnc3nc[nH]c23)n1-c1ccccc1	1.1	0.9	6	3	-6	1	1	-4	1	3.9*
CN1CCc2c([nH]c3ccccc23)C1	1.1	0.9	-4	2	-11	1	1	-4	1	0.87
COc1cc(C)cc(CN2CC=C(c3ccccc3)CC2)c1O	1	0.8	6	-20	0	1.1	1	-3	0.8	0.88
CN(C(=O)c1ccco1)C1(c2ccccc2Cl)CCCCC1=O (stereo not given)	1.1	1	9	-3	-11	1	1.1	-6	1	1.7
CC1CCC[C@H](O)CCCCCc2cc(O)cc(O)c2C(=O)O1 (stereo not given in full)	1.1&1	1&1	-4	-8&-5	-8&-4	0.9&0.9	1.1&1	-6&0	1&1	1
COC(=O)C(C)Oc1cc(C)cc2oc(=O)c3c(c12)CCC3 (stereo not given)	1	1	1	-11	-3	1.1	1.1	-9	1	1.6
CCN(CC)CCCN=C(C)c1c(O)n(-c2ccccc2)c(=O)[nH]c1=O	1	1	13	-2	0	1	0.9	5	1	1
O=c1cccc2n1CC1CC2CN(S(=O)(=O)c2ccccc2)C1 (stereo not given)	1.1	1	4	-13	-11	1	1	-4	1.1	1.1
COC(=O)c1c(C)[nH]c(C(=O)C(C)[N+]23CCN(CC2)CC3)c1C (stereo not given)	1	1	31	-4	-2	1	1	2	1	1.1
CCOC(=O)c1cn2nc(OP(=S)(OCC)OCC)cc2nc1C	1	1.2	-5	-12	-3	1	1.1	-6	1.2	0.84
Cc1nn(Cc2ccccc2)c(Cl)c1C(=O)OC(C)C(=O)Nc1ccc(F)cc1Cl (stereo not given)	1.1	1	-20	6	-14	0.9	1.1	-11	1	1.1
O=P(Nc1ccccc1)(Nc1ccccc1)Oc1ccc(Cl)cc1	1	0.8	2	-13	-5	0.6	1.1	-7	0.9	0.37
CC(C(=O)Nc1ccc(Cl)cc1Cl)N1CC=C(c2ccccc2)CC1 (stereo not given)	1.2	1	17	-14	-16	1.2	1.1	-7	1	0.97
NCCc1ccc(S(N)(=O)=O)cc1	1.1	1	4	-9	-5	1	1.1	-6	1.1	1.3
CN1C(=O)C(=Cc2cc([N+](=O)[O-])ccc2N2CCCCC2)C(=O)N(C)C1=O	1.1	1.1	3	-8	-8	0.9	0.9	10	1.1	1.4
Fc1ccc2c(c1)nnn2C1CCN(Cc2nnnn2CCc2ccccc2)CC1	1.1	1.1	5	-18	-8	1	1.1	-11	1	0.92
CCN(CC)S(=O)(=O)N1CCC(C(=O)N2CCC3(CC2)OCCO3)CC1	1.1	1.1	16	-14	-8	1.1	1	-4	1.1	1.3
O=c1[nH]c(=S)[nH]c(O)c1N=Nc1ccc(S(=O)(=O)N2CCc3ccccc32)cc1	0.9	1.1	-15	20	5	0.7	0.7	28	1.1	0.62
CCCCCn1c(=O)c(C(=O)Nc2nc(CC(=O)OCC)cs2)c(O)c2ccccc21	1.1	1.1	-4	-9	-9	0.9	1	-2	1.1	0.83
O=C(c1cc(-c2ccccc2)nc2ccccc12)N1CCC2(CC1)OCCO2	0.9	1	-7	-8	12	1	1	-3	1	0.92
COc1cc(C(=O)Nc2ccc(Br)cc2C(=O)c2ccccc2)cc(OC)c1OC	1	1	3	-12	-4	0.9	1	-2	1	1.3
CN(CCc1ccccc1)Cc1ccccc1[N+](=O)[O-]	1.1	1	3	-2	-6	0.7	1	-5	1.2	1.1
O=C1NC(=O)N(Cc2ccco2)C(=O)/C1=C/c1cccn1CCOc1ccccc1Cl	1	1	-2	0	-2	0.9	0.9	8	1	0.84
Brc1ccc(CN2CCNCC2)s1	1	0.9	-12	-16	-2	0.9	1	-1	0.9	1.2
COc1ccc(CCn2c(O)c(C=NCCCn3ccnc3)c(=O)[nH]c2=O)cc1OC	1.1	1.1	17	20	-5	1	1	-4	1	1.3
Cc1cccc(OP(N)(N)=O)c1C	1.1	1	14	-8	-8	1	1	-1	1.1	1.2
COc1cc(CC2(CCc3ccncc3)C(=O)N(C)C(=O)N(C)C2=O)cc(OC)c1OC	1	1	-14	-8	-3	1	1	-2	1	1.1
Clc1cccc(C2NCCc3[nH]cnc32)c1 (stereo not given)	1.1	1	-5	-8	-6	1	1	-5	0.9	0.99
COC(=O)C(O)(c1ccc(N(C)C(=O)c2cccs2)cc1)C(F)(F)F (stereo not given)	1	x	-8	-6	2	1.1	1	0	x	1.4
O=c1[nH]c(=O)n(C2CCCCC2)c(O)c1C=NCCCn1ccnc1	1	1.1	-11	12	-4	1.1	1.1	-6	1.1	1.1
COc1ccc(-c2cc(-c3ccccc3)[n+](C)c(-c3ccccc3)c2)cc1	1.1	1	2	-7	-9	0.9	1.1	-6	1	0.87
Cn1c(O)c(C(=NCCN2CCCCC2)c2ccccc2Cl)c(=O)n(C)c1=O	1	1.1	5	-5	-2	1	1	-2	0.9	0.97
O=C(Cc1ccccc1)N1CCN(C/C=C/c2ccccc2)CC1	1.1	1	-1	0	-11	1	1.1	-6	1	1.1
CCOP(=O)(OCC)C1(O)C(=O)Nc2ccccc21 (stereo not given)	1.1	1	-3	-11	-6	1	1	-3	1	1.1
c1ccc(P(c2ccccn2)c2ccccn2)cc1	1	1	9	5	4	1.1	1	0	0.9	1.6
Cc1ccc(C)c(NC2=NCCCS2)c1	1	0.9	8	-8	0	0.9	1	4	0.9	1.1
COc1ccc(N/N=C/c2c(O)n(-c3ccc(C)c(C)c3)c(=O)[nH]c2=O)cc1	1	1.2	0	2	-4	1	1	4	1.2	1.7
O=c1[nH]c(=O)n(-c2ccc(Cl)cc2)c(O)c1C=NCCN1CCCCC1	1	1.1	-6	-11	-4	0.9	1	-3	0.9	1.1
CCCn1c(C(=O)c2ccccc2OC)nc2ccccc21	1.1	0.9	7	-9	-6	0.9	1.1	-6	0.9	1.2
CC(C)[N+](C)(CCC(C(N)=O)(c1ccccc1)c1ccccc1)C(C)C	1.1	0.9	13	-12	-5	1.2	1.1	-7	1	x
CC1=CC(=C2C(=O)NC(=S)NC2=O)C=C(C(F)(F)F)N1CCc1ccccc1	1.1	1.2	-92	-1	-7	1.1	1	-3	1.2	0.89
CCCCn1c(NS(=O)(=O)c2ccc(C)cc2)c(C(=O)OCC)c2nc3ccccc3nc21	1.1	0.8	0	-34	-9	1	1	0	0.5	1.3
O=C(COc1ccc(Br)cc1)N1CCN(Cc2c[nH]c3ccccc23)CC1	1.1	1	-1	26	-6	1	1	-4	1.1	0.7
CNC(C(=O)c1ccccc1)C(OC)c1ccc(C)cc1 (stereo not given)	1.1	1.4	10	-8	-8	1.3	1	-5	1.5	1.3
CNCCc1c(C)n[nH]c1C	1.1	0.9	-7	-10	-6	1	1	-4	0.9	2.4
Cn1c(=O)cc(OCC(=O)N2CCN(Cc3ccc4c(c3)OCO4)CC2)c2ccccc21	1	1	-3	-14	-2	0.9	1	-5	1	1.1
CCOC(=O)C(C)(CC)NC(=O)CSP(=S)(OCC)OCC (stereo not given)	1	1.2	-18	-13	5	1	1	2	1.2	1.4
COc1cccc(CNC2CN3CCC2CC3)c1OC (stereo not given)	1.1	1.1	-16	-8	-6	1	1.1	-8	1.2	1.2
CCC(C)OC(=O)c1c(N)n(Cc2cccs2)c2nc3ccccc3nc12 (stereo not given)	1	0.8	-7	-4	-4	1	1	-3	0.9	0.42
CCOC(=O)C1C2NC(=O)N(Cc3ccccc3)C1(C)Oc1c(OC)cccc12 (stereo not given)	1	1	x	-6	-3	1	1	0	1	0.98
Cn1c(O)c(C=Nc2ccccc2Sc2ccccc2)c(=O)n(C)c1=O	1	1	-1	-14	-4	1	1	-1	1	0.93
CCCCn1c(O)c(/C=N/N2CCCCC2c2cccnc2)c(=O)[nH]c1=S (stereo not given)	0.9	0.9	-5	-29	9	1	1	3	1	0.98
CCN(CC)c1ccc(N=Cc2c(O)n(Cc3ccccc3)c(=O)[nH]c2=O)cc1	1&1.1	0.8&1.1	-5&-23	-8&-10	-2&-5	1&1	1&1	1&1	0.5&0.9	1.1&0.97
COc1ccc(C2NCc3ccccc3-n3cccc32)cc1 (stereo not given)	1.1	1.1	-7	-17	-7	1	1	-5	1	1
O=P(O)(O)/C=C(\Cl)c1ccccc1	1.1	1	-6	-9	-8	1	1	-1	1	0.95
Cc1c(C=C2C(=O)NC(=O)NC2=O)c(=O)n(-c2ccccc2)n1C	1.1	1	7	-20	-5	1.1	1.1	-8	1	1.1

6 entries from above, set out differently.
compound,FLuc stim CS,PMI activator,APP 5'UTR act,TNAP inh no acc,FLuc inhib CS,bIAP act,TNAP act hiacc,TNAP inh hi DEA,PMI act hi M6P,NF-kB neuron act
CCOC(=O)C1C2NC(=O)N(Cc3ccccc3)C1(C)Oc1c(OC)cccc12 (stereo not given),1,1,x,-6,-3,1,1,0,1,0.98
Cn1c(O)c(C=Nc2ccccc2Sc2ccccc2)c(=O)n(C)c1=O,1,1,-1,-14,-4,1,1,-1,1,0.93
CCCCn1c(O)c(/C=N/N2CCCCC2c2cccnc2)c(=O)[nH]c1=S (stereo not given),0.9,0.9,-5,-29,9,1,1,3,1,0.98
CCN(CC)c1ccc(N=Cc2c(O)n(Cc3ccccc3)c(=O)[nH]c2=O)cc1,1&1.1,0.8&1.1,-5&-23,-8&-10,-2&-5,1&1,1&1,1&1,0.5&0.9,1.1&0.97
COc1ccc(C2NCc3ccccc3-n3cccc32)cc1 (stereo not given),1.1,1.1,-7,-17,-7,1,1,-5,1,1
O=P(O)(O)/C=C(\Cl)c1ccccc1,1.1,1,-6,-9,-8,1,1,-1,1,0.95

(list continues)
SMILES	FLuc stim CS	PMI activator	APP 5'UTR act	TNAP inh no acc	FLuc inhib CS	bIAP act	TNAP act hiacc	TNAP inh hi DEA	PMI act hi M6P	NF-kB neuron act
CC(Cc1ccccc1)[n+]1cc(/N=C(\N)[O-])on1 (stereo not given)	1	1.1	-4	-5	-3	1	1	-1	1.1	1.1
NC1CCCCC1N=Cc1c(O)n(Cc2ccc(F)cc2)c(=O)[nH]c1=O (stereo not given)	1	0.8	17	3	-4	1.2	1	-1	0.9	1
O=C(c1cc2ccccc2oc1=O)N1CCC2(CC1)OCCO2	1	0.9	-5	-3	-3	0.9	1	1	1	1.1
O=Cc1cn(Cc2ccccc2F)c2ccccc12	1	1.1	-17	-11	1	0.8	1	-5	1.1	0.9
CCC(C)N1CCN(C(=O)Cc2ccccc2)CC1 (stereo not given)	1.1	0.9	9	-13	-7	0.9	1	-4	1	1.1
